# High-throughput results: PubChem, Johns Hopkins Ion Channel Center
# MrgX1 PAM – positive allosteric modulators of MrgX1, primary screen, HEK293 cells, Fluo-4 calcium flux. Mas-related G-protein coupled receptor member X1 (Homo sapiens), Q96LB2. FDSS; hits give high values. B-score at 10 µM. hit rate 0.63% among 310,000. AID 588675, 2011;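 active = plate-corrected calcium response at least 3 library SD above typical, normal starting fluorescence, not activating the receptor alone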;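 note: compound read alongside a low EC10 to EC30 dose of BAM8-22 agonist; peak minus trough fluorescence over baseline measured at the second addition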
# TRPC6 inhibitor – mouse TRPC6 channel inhibitors, primary screen, cell-based, HEK293, membrane potential dye; ACh-evoked depolarization; hits give low values; B-score at 10 µM; hit rate 1.1% among 310,000;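 active = B-score under library mean minus 3 SD, initial fluorescence not abnormally high, positive integrated signal ratio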;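 note: B-score derived from integrated fluorescence ratio over the kinetic read; more negative B-score means stronger inhibition of depolarization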
# Target sequence (Q61143 whole entry, looked up): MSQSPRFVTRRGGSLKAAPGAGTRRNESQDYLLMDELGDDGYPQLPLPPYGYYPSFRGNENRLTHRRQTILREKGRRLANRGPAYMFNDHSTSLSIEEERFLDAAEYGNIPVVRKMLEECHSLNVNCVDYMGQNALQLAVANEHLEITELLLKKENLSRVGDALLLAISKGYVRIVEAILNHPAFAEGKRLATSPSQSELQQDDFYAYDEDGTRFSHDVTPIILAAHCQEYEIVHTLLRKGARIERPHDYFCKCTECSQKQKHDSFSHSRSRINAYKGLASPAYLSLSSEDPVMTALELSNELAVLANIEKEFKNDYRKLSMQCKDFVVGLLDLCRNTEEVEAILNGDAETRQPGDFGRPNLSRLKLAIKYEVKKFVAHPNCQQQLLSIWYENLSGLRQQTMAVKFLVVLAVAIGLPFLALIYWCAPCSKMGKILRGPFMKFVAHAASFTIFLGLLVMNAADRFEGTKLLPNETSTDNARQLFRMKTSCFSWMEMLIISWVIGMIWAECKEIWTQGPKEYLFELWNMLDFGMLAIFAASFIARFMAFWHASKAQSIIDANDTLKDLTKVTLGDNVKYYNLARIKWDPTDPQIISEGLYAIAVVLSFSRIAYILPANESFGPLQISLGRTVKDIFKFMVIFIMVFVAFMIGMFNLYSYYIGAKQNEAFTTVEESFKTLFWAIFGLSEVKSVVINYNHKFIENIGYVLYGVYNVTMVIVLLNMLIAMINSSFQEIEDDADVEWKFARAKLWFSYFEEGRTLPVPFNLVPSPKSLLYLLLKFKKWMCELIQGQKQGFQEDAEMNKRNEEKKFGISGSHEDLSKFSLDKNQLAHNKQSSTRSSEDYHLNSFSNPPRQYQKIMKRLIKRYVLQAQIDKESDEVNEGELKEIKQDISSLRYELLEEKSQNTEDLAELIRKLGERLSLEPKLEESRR
# TRPC4 act – activators of mouse TRPC4 channel, primary screen, Fluo4 calcium, HEK293 TRPC4beta/mu-opioid cells; hit rate 0.49% among 310,000; B-score at 10 µM; AID 2237, 2010; Fluo4 calcium fluorescence; hits give high values;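 active = B-score above 5 SD of library B-scores, and initial fluorescence ratio not above library mean plus 5 SD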;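 note: positive B-score marks a calcium rise read as TRPC4 activation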
#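 System – HEK293 cells stably co-expressing mouse TRPC4beta and mu-opioid receptor · Signal – Fluo4 calcium-sensitive dye fluorescence, kinetic, 1 Hz baseline · Benchmarks – buffer (low) and maximal DAMGO (high) · Read-out – B score of integrated fluorescence ratio per well · Incubation – dye loading 45 min room temperature, 110 s kinetic read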
# ANO1 block – TMEM16A chloride channel inhibitors, primary screen, cell-based, HTS; HEK293 TMEM16A/YFP iodide influx fluorescence, ionomycin; normalized B-score (activity score, 25-100; higher = stronger inhibition) at 10 µM; Anoctamin-1 (Mus musculus), Q8BHY3; hit rate 1.2% among 310,000;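 active = ratio plate-corrected score three or more library SD toward inhibition, starting fluorescence score within five deviations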;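 note: score derived from kinetic fluorescence span divided by baseline fluorescence per well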
# TMEM16A act – TMEM16A chloride channel activators or potentiators, primary screen, cell-based, HTS; HEK293 TMEM16A/YFP-H148Q/I152L, iodide quench fluorescence; hits give low values; B-score at 10 µM; hit rate 0.3% among 340,000; AID 623877, 2012;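 active = fluorescence-ratio B-score plate-corrected deviation score at least 3 library SD below zero, with starting fluorescence score within 5 deviations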;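 note: channel opened by trigger with iodide after compound preincubation; score built on the fluorescence ratio of max minus min over baseline; more negative score means more quench and so TMEM16A activation or potentiation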
# MrgX1 antagonist – antagonists of human MrgX1 receptor, primary screen, HEK293 cells, Fluo-4 calcium flux. hit rate 1.3% among 310,000. BAM8-22 antagonism; hits give low values. B-score at 10 µM. Mas-related G-protein coupled receptor member X1 (Homo sapiens), Q96LB2;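 active = calcium-response B-score plate-corrected more than 3 library SD below zero, starting fluorescence within 5 deviations, no agonist response on first addition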;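 note: peak minus trough fluorescence over baseline after final BAM8-22 challenge near maximal dose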
# MrgX1 ag – agonists of human MrgX1 receptor, primary screen, HEK293 cells, Fluo-4 calcium flux; Mas-related G-protein coupled receptor member X1 (Homo sapiens), Q96LB2; Fluo-4 calcium fluorescence, agonist mode; hits give high values; B-score at 10 µM; hit rate 0.44% among 310,000; AID 588627, 2011;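 active = calcium response B-score plate-corrected fluorescence ratio at least 3 library SD, with starting fluorescence B-score inside 5 SD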
#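 Material: MrgX1-expressing HEK293 cells / Dosing: compound as first of three additions / Incubation: overnight seeding, then 1 h dark dye loading / Signal: Fluo-4 NW calcium fluorescence / Evaluation: B-scored fluorescence response ratio / Benchmarks: positive and negative control wells on each plate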
# TRPC4 PAM – positive allosteric modulators of TRPC4, primary screen, cell-based, mouse TRPC4beta, HEK293 mu-opioid, Fluo-4 calcium | hit rate 0.42% among 310,000 | B-score at 10 µM | DAMGO EC20, Fluo-4 Ca2+ flux; hits give high values | AID 2227, 2009 | Short transient receptor potential channel 4 (Mus musculus), Q9QUQ5;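 active = B-score of calcium response area above 5 SD of library B-scores, with initial fluorescence ratio within 5 SD of library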;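 note: B-score of integrated fluorescence ratio over time as area under calcium response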
# TRPC4 inh – inhibitors of mouse TRPC4 channel, primary screen, Fluo4 calcium, HEK293 TRPC4beta/mu-opioid cells; Short transient receptor potential channel 4 (Mus musculus), Q9QUQ5; AID 2247, 2010; B-score at 10 µM; hit rate 0.39% among 300,000; DAMGO-evoked Fluo4 calcium flux; hits give low values;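 active = B-score over 3 SD under the library average, no early fluorescence shift, positive overall ratio signal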
#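 Assay system: HEK293 cells with stable TRPC4beta plus mu-opioid receptor expression. Dosing: single dose. Measured by: Fluo4 Ca2+ flux fluorescence. Also added: DAMGO in two steps, submaximal then maximal. Read-out: B score from integrated Fluo4 fluorescence ratio.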
# TRPC6 act – mouse TRPC6 channel activators, primary screen, cell-based, HEK293, membrane potential dye. hit rate 0.13% among 310,000. B-score at 10 µM. AID 2550, 2010. HEK293-TRPC6 membrane potential dye fluorescence; hits give high values. Short transient receptor potential channel 6 (Mus musculus), Q61143;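 active = B-score of the integrated fluorescence ratio above library mean plus 3 SD, and starting fluorescence ratio within library mean plus 5 SD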;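 note: higher score means more depolarization so channel activation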
# RGS4 block – RGS4 inhibitors, primary screen, cell-based, HEK293 M3R inducible RGS4, calcium flux; B-score at 10 µM; Regulator of G-protein signaling 4 (Homo sapiens), P49798; hit rate 0.45% among 310,000; Fluo-4 calcium flux; hits give high values; triggered by carbachol at its EC20; AID 463165, 2010;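 active = B-score, a plate-corrected calcium signal, over three deviations above library mean, with baseline fluorescence within five deviations of library mean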;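 note: RGS4 expression induced by doxycycline in cells with stable M3 receptor; B-score is computed from the integrated fluorescence ratio over baseline after carbachol; higher B-score means a larger calcium signal and so more RGS4 inhibition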
# * marks the source's active call; other numbers are inactive results; i = inactive; . = no result given.
SMILES,MrgX1 PAM,TRPC6 inhibitor,TRPC4 act,ANO1 block,TMEM16A act,MrgX1 antagonist,MrgX1 ag,TRPC4 PAM,TRPC4 inh,TRPC6 act,RGS4 block
Oc1ccc(Br)cc1C1Nc2ccccc2S1 (stereo not given),i,i,i,i,i,i,i,i,i,i,i
N#C/C(C(=O)N1CCCCC1)=C1\Nc2ccccc2S1,i,i,i,i,i,i,i,i,i,i,i
CCCn1nnnc1SCC(=O)NNC(=O)c1ccco1,i,i,i,i,i,i,i,i,i,i,i
CC(=O)NCCn1c(SCc2cccc([N+](=O)[O-])c2)nc2ccccc2c1=O,i,i,i,i,i,i,i,i,i,i,i
COc1ccc(C(=O)N/N=C/c2ccc(OC)c(COc3ccccc3)c2)cc1,i,i,i,i,i,i,i,i,i,i,i
CCNCCOC(c1ccccc1)c1ccccc1,i,-5.81*,i,i,i,i,i,i,i,i,i
Cc1ccc(C)c(OCC(=O)NC(Cc2c[nH]c3ccccc23)C(=O)O)c1 (stereo not given),i,i,i,i,i,i,i,i,i,i,i
O=C(NCc1cccnc1)C(=O)NCC(c1ccco1)N1CCN(c2ccccc2)CC1 (stereo not given),i,i,i,i,i,i,i,i,i,i,i
CC(=O)Nc1ccc(C2=NNC(=Nc3cccc(S(=O)(=O)N(C)C)c3)SC2)cc1,i,i,i,i,i,i,i,i,i,i,i
O=C(Nc1nc2ccccc2s1)C1CCCO1 (stereo not given),i,i,i,i,i,i,i,i,i,i,i
COc1ccc(-n2nc(C(=O)NCC(=O)NCc3ccco3)c3ccccc3c2=O)cc1Cl,i,i,i,i,i,i,i,i,i,i,i
O=C(O)CC(c1cccc(C(F)(F)F)c1)N1CCS(=O)(=O)CC1 (stereo not given),i,i,i,i,i,i,i,i,i,i,i
CCOc1ccc(C(=O)C(C)OC(=O)Cn2[nH]c(=O)c3ccccc3c2=O)cc1 (stereo not given),i,i,i,i,i,i,i,i,i,i,i
CCn1c(=NC(=O)c2ccc(S(=O)(=O)N3CCOCC3)cc2)sc2cccc(OC)c21,i,i,i,i,i,i,i,i,i,i,i
Cc1nn(C(C)C(=O)N2CCCC2)c(=O)c2nn(-c3ccccc3)c(C)c12 (stereo not given),i,i,i,i,i,i,i,i,i,i,i
CN(C)c1cccc(C(=O)N2CCC(n3nccc3NC(=O)C3CCOC3)CC2)c1 (stereo not given),i,i,i,i,i,i,i,i,i,i,i
CC1CCCN(CCCNC(=O)c2cn(C)c3ccc(S(=O)(=O)N(C)C4CCCCC4)cc3c2=O)C1 (stereo not given),i,i,i,i,i,i,i,i,i,i,i
COc1ccccc1NC(=O)Cn1c(CCC(=O)O)ccc1-c1ccc(C)cc1,i,i,i,i,i,i,i,i,i,i,i
O=C(Nc1nccs1)c1ccc(S(=O)(=O)NCC2CCCCC2)cc1,i,i,i,i,i,i,i,i,i,i,i
O=C(NC1CCSC1=O)C1CC(=O)N(c2ccc(F)cc2)C1 (stereo not given),i,i,i,i,i,i,i,i,i,i,i
COC(=O)CCCC1=CC2=CC(=O)C(C)(OC(=O)c3cccs3)C(=O)C2=CN1c1cccc(C#N)c1 (stereo not given),i,i,i,i,i,i,i,i,i,i,i
COc1ccc(CN2CCN(S(=O)(=O)c3ccc(NC(C)=O)cc3)CC2)cc1,i,i,i,i,i,i,i,i,i,i,i
Cn1c(C(C(=O)NCC2CCCO2)N(C(=O)Cn2nnc3ccccc32)C2CCCCC2)nc2ccccc21 (stereo not given),i,i,i,i,i,i,i,i,i,i,i
CC(C)c1ccc(OCC(O)CN2CCCC2)cc1 (stereo not given),i,i,i,i,i,i,i,i,i,i,i
Cc1cccc(OCC(O)CN2CCN(S(=O)(=O)c3ccc(C)cc3C)CC2)c1 (stereo not given),i,i,i,i,i,i,i,i,i,i,i
CN(C(=O)COC(=O)c1ccc([N+](=O)[O-])cc1)c1ccccc1,i,i,i,i,i,i,i,i,i,i,i
CCCOC(c1ccccc1)(c1ccc(C(F)(F)F)cc1)C(Oc1nc(C)cc(C)n1)C(=O)O (stereo not given),i,i,i,i,i,i,i,i,i,i,i
C/C(=N\Nc1ccc([N+](=O)[O-])cc1)c1ccco1,i,i,i,i,i,i,i,i,i,i,i
CN(C(=O)COn1nnc2ccc(S(=O)(=O)N3CCOCC3)cc21)c1ccccc1,i,i,i,i,i,i,i,i,i,i,i
O=C(O)c1sccc1OCc1ccccc1,i,i,i,i,i,i,i,i,i,i,i
CCC(C)[C@H]1CNCCN1CCCc1cc(OC)c(OC)c(OC)c1 (stereo not given in full),i,i,i,i,i,i,i,i,i,i,i
O=C(Nc1c2c(nn1-c1ccccc1)CS(=O)C2)c1ccc(Br)o1 (stereo not given),i,i,i,i,i,i,i,i,i,i,i
CCOC(=O)N1CCN(c2c(N3CCOCC3)c(=O)c2=O)CC1,i,i,i,i,i,i,i,i,i,i,i
C/C(=N\Nc1ccc(Cl)c(Cl)c1)c1ccc(-n2ccnc2)cc1,i,i,i,i,i,i,i,i,i,i,i
COc1ccc(CC(=O)NCCS(=O)(=O)N2CCN(c3ccccc3)CC2)cc1OC,i,i,i,i,i,i,i,i,i,i,i
CN(Cc1nccn1C)C(=O)CC1C(=O)NCCN1Cc1ccccc1C(F)(F)F (stereo not given),i,i,i,i,i,i,i,i,i,i,i
OCCCc1nc2n(n1)C(c1ccccc1)C=C(c1ccccc1)N2 (stereo not given),i,i,i,i,i,i,i,i,i,i,i
Cc1ccc(C(=O)OCC(=O)N2CCC(C)CC2)cc1S(=O)(=O)N1CCCCC1,i,i,i,i,i,i,i,i,i,i,i
Cc1cc(-c2ccc(C)c(S(=O)(=O)NCCCN(Cc3ccccc3)C(C)C)c2)on1,i,i,127*,i,i,i,i,i,i,i,i
COC(=O)c1cn(CCOc2ccc(C)cc2)c2ccccc12,i,i,i,i,i,i,i,i,i,i,i
COc1ccccc1/C=N/NC(=S)Nc1cccnc1,i,i,i,i,i,i,i,i,i,i,i
CCCNC(=O)c1nc(C)n(-c2cc(Cl)ccc2Cl)n1,i,i,i,i,i,-8.23*,i,i,i,i,i
Cc1cc2c(cc1C)-c1nnc(-c3ccc4ccccc4n3)n1C(C)(C)C2,i,i,i,i,.,i,i,i,i,i,i
COc1ccccc1OCCNC(=O)c1cc(SC)ccc1Cl,i,i,i,i,i,i,i,i,i,i,i
CC(SCc1ccccc1)C(=O)N/N=C/c1cc2c(cc1Br)OCO2 (stereo not given),i,i,i,i,i,i,i,i,i,i,i
O=C(COC(=O)CN1C(=O)c2cccc([N+](=O)[O-])c2C1=O)NC1CCS(=O)(=O)C1 (stereo not given),i,i,i,i,i,i,i,i,i,i,i
CN(C)CCCN1C(=O)c2oc3ccc(F)cc3c(=O)c2C1c1cccnc1 (stereo not given),i,i,i,i,i,i,i,i,i,i,i
CSCCCN1CCCC(CO)(Cc2ccc(F)cc2)C1 (stereo not given),i,i,i,i,i,i,i,i,i,i,i
COc1ccc(CNS(=O)(=O)c2ccc(C3CNC(=O)C3)cc2)cc1 (stereo not given),i,i,i,i,i,i,i,i,i,i,i
C/C(=N\O)C(C)(C)Nc1ccc(Br)cc1,i,i,i,i,i,i,26.5*,i,i,i,i
COc1ccccc1N1CCN(Cc2ccc(C(=O)O)cc2)CC1,i,i,i,i,i,i,i,i,i,i,i
Cc1noc(C)c1C(=O)Nc1ccc(F)cc1F,i,i,i,i,i,i,i,i,i,i,i
O=S(=O)(N/N=C/c1cccc(OC2CSC2)c1)c1ccccc1,i,i,i,i,i,i,i,i,i,i,i
Cn1c(CNC2CCCCC2)c(C#N)c2ccccc21,i,i,i,i,i,i,i,i,i,i,i
COc1cccc(C2=CC(=O)CC(C)(C)C2)n1,i,i,i,i,i,i,i,i,i,i,i
CCc1nc(SCC(=O)Nc2ccccc2C)n[nH]1,i,i,i,i,i,i,i,i,i,i,i
Cc1ccc(C)c(NC(=O)CN(C)C(=O)Cc2coc3cc(C)c(C)cc23)c1,i,i,i,i,i,i,i,i,i,i,i
CC(C)(C)N(Cc1ccccc1)C(=O)CSc1ncn[nH]1,i,i,i,i,i,i,i,i,i,i,i
N/C(=N\OS(=O)(=O)c1ccc(Cl)cc1)c1cccnc1,i,.,.,i,i,i,i,.,.,.,.
CCOC(=O)c1ccc(NC(=O)C(CC)CC)cc1,i,i,i,i,i,i,i,i,i,i,i
COc1cc2c(cc1OC)CN(Cc1ccc(C)cc1)CC2,i,i,i,i,i,i,i,i,i,i,i

# Retrieved one by one from the entries so far, 3 records:
SMILES,MrgX1 PAM,TRPC6 inhibitor,TRPC4 act,ANO1 block,TMEM16A act,MrgX1 antagonist,MrgX1 ag,TRPC4 PAM,TRPC4 inh,TRPC6 act,RGS4 block
COc1cc2c(cc1OC)CN(Cc1ccc(C)cc1)CC2,i,i,i,i,i,i,i,i,i,i,i
N/C(=N\OS(=O)(=O)c1ccc(Cl)cc1)c1cccnc1,i,.,.,i,i,i,i,.,.,.,.
Cc1ccc(C)c(NC(=O)CN(C)C(=O)Cc2coc3cc(C)c(C)cc23)c1,i,i,i,i,i,i,i,i,i,i,i
